Assay outcomes deposited in PubChem by National Center for Advancing Translational Sciences (NCATS).
BAZ2B block: qHTS Assay for Inhibitors of BAZ2B | Potency, µM (series often up to 114 µM), for inactives: at the top dose activity change, negative = inhibition, hits mostly inhibitors | AlphaScreen BAZ2B-H3K14Ac peptide displacement | hit rate 4.4% among 360,000 | Bromodomain adjacent to zinc finger domain protein 2B (Homo sapiens), Q9UIF8; further: on the % scale 0 is the no-effect control and ±100 the full control effect; nearly all actives have a fitted effect of over 60% in size
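Protein-peptide AlphaScreen: BAZ2B 50 nM, b-H3K14Ac 50 nM, 1x PBS pH 7.4 + 0.01% Tween-20. Preincubation 30 min RT; cpd 30 min RT (top 110 uM); beads 20 min RT, light-protected.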
JMJD2A Tudor inh: qHTS Assay for Inhibitors of JMJD2A-Tudor Domain. Lysine-specific demethylase 4A (Homo sapiens), O75164. AlphaScreen JMJD2A-Tudor / H3K4me3 peptide binding. Potency, µM (series often up to 114 µM), for the others: at the top dose activity change, negative = inhibition, hits mostly inhibitors. hit rate 4.4% among 390,000. AID 504339, 2011; further: on the % scale 0 is the no-effect control and ±100 the full control effect; nearly all actives have a fitted effect of over 50% in size
Target sequence (O75164 whole entry, looked up, the tested form may be a part): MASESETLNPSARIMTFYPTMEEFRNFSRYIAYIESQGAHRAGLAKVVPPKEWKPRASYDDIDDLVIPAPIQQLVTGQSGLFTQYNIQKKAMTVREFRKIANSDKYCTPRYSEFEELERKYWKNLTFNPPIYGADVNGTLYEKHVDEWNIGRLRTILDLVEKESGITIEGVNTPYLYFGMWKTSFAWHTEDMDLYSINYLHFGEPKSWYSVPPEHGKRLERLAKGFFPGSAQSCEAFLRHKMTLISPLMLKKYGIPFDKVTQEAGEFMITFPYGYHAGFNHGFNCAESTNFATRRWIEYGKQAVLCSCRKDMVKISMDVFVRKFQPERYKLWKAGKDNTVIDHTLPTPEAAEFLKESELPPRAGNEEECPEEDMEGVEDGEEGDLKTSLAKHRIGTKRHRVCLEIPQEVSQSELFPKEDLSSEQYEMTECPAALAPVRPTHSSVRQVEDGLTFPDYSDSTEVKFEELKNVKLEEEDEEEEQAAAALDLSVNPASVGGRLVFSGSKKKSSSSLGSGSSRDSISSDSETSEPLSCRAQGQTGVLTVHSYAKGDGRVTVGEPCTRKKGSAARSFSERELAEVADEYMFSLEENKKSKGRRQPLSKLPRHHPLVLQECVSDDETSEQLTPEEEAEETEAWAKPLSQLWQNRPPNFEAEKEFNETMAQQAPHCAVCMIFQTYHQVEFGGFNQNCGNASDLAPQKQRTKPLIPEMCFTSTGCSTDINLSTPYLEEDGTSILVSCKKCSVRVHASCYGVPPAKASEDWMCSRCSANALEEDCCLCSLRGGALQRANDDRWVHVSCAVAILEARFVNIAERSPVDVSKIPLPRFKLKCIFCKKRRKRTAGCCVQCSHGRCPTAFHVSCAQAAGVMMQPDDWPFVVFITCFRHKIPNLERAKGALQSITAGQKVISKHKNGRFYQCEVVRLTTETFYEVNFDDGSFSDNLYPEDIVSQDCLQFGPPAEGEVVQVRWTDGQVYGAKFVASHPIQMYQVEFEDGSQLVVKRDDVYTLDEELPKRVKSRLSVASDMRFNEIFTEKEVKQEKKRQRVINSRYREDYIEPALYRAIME
Pol kappa inh: qHTS for Inhibitors of Polymerase Kappa | purified Pol kappa, fluorescent DNA synthesis assay, 10 min | Potency, µM (series often up to 107 µM), inactives show at the top dose activity, negative = inhibition, most hits filed as inhibitors | hit rate 0.53% among 400,000; further: on the % scale 0 is the no-effect control and ±100 the full control effect
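Enzyme at 10 nM met test compounds for 15 min at room temperature. Substrate addition (50 nM final) began the reaction, which was monitored by fluorescence at 0 and 10 min.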
POLI inh: qHTS for Inhibitors of Polymerase Iota; Pol iota fluorescent replication assay, 10 min; Potency, µM (top dose mostly 115 µM), for the others: at the highest dose activity, negative = inhibition, actives largely listed as inhibitors; hit rate 1% among 390,000; AID 588590, 2011
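Fluorescent replication assay read twice, at 0 min and 10 min after adding 50 nM (final) substrate. Enzyme (10 nM) and compounds were first incubated 15 min at room temperature; enzyme-free buffer wells were negative controls.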
POLH inh: qHTS for Inhibitors of Polymerase Eta; Potency, µM (highest dose often 114 µM), for the others: at the highest dose activity change, negative = inhibition, hits mostly inhibitors; DNA polymerase eta (Homo sapiens), Q9Y253; hit rate 1.2% among 390,000; AID 588591, 2011; recombinant Pol eta, fluorescent DNA replication assay; further: on the % scale 0 is the no-effect control and ±100 the full control effect
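Fluorescent replication assay: 50 nM final substrate added after a 15 min room-temperature compound preincubation with 10 nM enzyme. Signal taken at 0 min and again at 10 min.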
POLB inh: qHTS Assay for Inhibitors of DNA Polymerase Beta; P06746; AID 485314, 2010; hit rate 1.3% among 340,000; Pol beta primer extension/strand displacement, fluorescence kinetic; Potency, µM (top dose mostly 114 µM), without a hit: at the top dose activity change, negative = inhibition, hits mostly inhibitors; further: on the % scale 0 is the no-effect control and ±100 the full control effect
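Pol beta (10 nM) was preincubated with compound for 15 min at room temperature. The reaction was then started with 50 nM substrate and read immediately and after a further 10 min at room temperature.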
APEX1 inh: qHTS Assay for Inhibitors of the Human Apurinic/apyrimidinic Endonuclease 1 (APE1) | DNA repair nuclease/redox regulator APEX1 (Homo sapiens), P27695 | recombinant APE1, TAMRA/BHQ-2 abasic DNA cleavage fluorescence | Potency, µM (series often up to 65.8 µM), for inactives: at the top dose activity change, negative = inhibition, hits mostly inhibitors | hit rate 0.35% among 350,000 | AID 2517, 2012;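 further: plate controls were vehicle for no effect and reference inhibitor for full effect; nearly all actives have a fitted effect of over 55% in size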
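Enzyme (0.75 nM final) and test compound are incubated 15 min at room temperature before adding 50 nM quenched THF abasic-site duplex. Cleavage dequenches TAMRA, followed at 525/598 nm over three reads one minute apart.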
BLM helicase inh: qHTS Assay for Inhibitors of Bloom's syndrome helicase (BLM) | recombinant BLM DNA unwinding, fluorescence dequenching | Potency, µM (doses to about 56.1 µM), inactives show at the top dose activity change, negative = inhibition, actives largely listed as inhibitors | hit rate 0.2% among 350,000 | RecQ-like DNA helicase BLM (Homo sapiens), P54132;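 further: plate controls were vehicle for no effect and no enzyme for full effect; nearly all actives have a fitted effect of over 35% in size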
G9a block: qHTS Assay for Inhibitors of Histone Lysine Methyltransferase G9a; AID 504332, 2011; G9a H3K9 monomethylation, AlphaScreen, 2 h; Histone-lysine N-methyltransferase EHMT2 (Homo sapiens), Q96KQ7; hit rate 8.8% among 350,000; Potency, µM (top dose mostly 102 µM), for inactives: top-dose activity, negative = inhibition, actives largely listed as inhibitors; further: on the % scale 0 is the no-effect control and ±100 the full control effect; nearly all actives have a fitted effect of over 75% in size
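G9a (20 nM) was preincubated 15 min with compound, then reacted 2 h at room temperature with 500 nM biotin-H3K9 peptide and 20 µM SAM. Monomethyl-H3K9 detected by AlphaScreen using anti-H3K9me1 antibody.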
Numbers without * were called inactive; ? = inconclusive; · = no result given; [ ] = another dose, or the depositor's remark. The call rests on the fitted dose curve; in most records, active means well fitted curve in the direction sought with a large enough effect; inconclusive means small, poorly fitted or top-dose-only effect, or another doubt; inactive means no such curve, though single readings can be large; an effect the other way counts as inactive or inconclusive. Potency means the concentration at half of the fitted maximal effect.

POLH inh	JMJD2A Tudor inh	BLM helicase inh	APEX1 inh	Pol kappa inh	POLI inh	G9a block	POLB inh	BAZ2B block	Structure
-16%	7%	2%	·	-4%[60.1 µM]	40%[activator]	8%[12.7 µM]	0%	-11%	CN(C)S(=O)(=O)c1ccc2c(c1)nnn2CCNC(=O)Nc1ccc(Cl)cc1
-11%	-11%	-2%	8%	2%	24%	?	-3%	2%	Cc1nnc(NC(=O)Cn2c(=O)sc3ccccc32)s1
-13%	-4%	-1%	30%	1%	60%[activator]	6%	15%	2%	O=C(Cn1nnc(-c2ccccc2)n1)NNC(=O)c1cccc([N+](=O)[O-])c1
8%	-1%	2%	-4%	0%	30%	-34%[12.7 µM]	?	5%	Cn1c(SCC(N)=O)nnc1C1CCN(S(=O)(=O)c2ccccc2C(F)(F)F)CC1
-21%	?	-9%	0%	-6%	117%[activator]	38%	-24%	-29%	O=C(N/N=C/c1ccccn1)c1[nH]c2ccc([N+](=O)[O-])cc2c1-c1ccccc1
-3%	-21%	3%	·	-9%[60.1 µM]	8%	34%[59 µM]	-1%	9%	COc1cccc(NC(=O)CSC2=Nc3ccccc3C3=NC(CC(=O)NCCc4ccccc4)C(=O)N23)c1 (stereo not given)
?	-10%	5%	6%	-25%	?	45µM*	16µM*	-15%	COc1cc(/C=C/c2cccc[n+]2C)ccc1OCC(=O)Nc1ccccc1
-23%	-29%	0%	-7%	-5%	125%[activator]	-31%	4%	?	O=C(NCCCn1ccnc1)c1ccc(N2CCCCC2)c([N+](=O)[O-])c1
-18%	10%	-9%	0%	-4%	78%[activator]	-1%	0%	-12%	Nn1c(SCc2ccccc2)nc2ccccc21
·	-32%	1%	·	14%	29%	7%[59 µM]	39%	-16%	Cc1ccc(CN(C(=O)c2ccccc2Br)C2CCS(=O)(=O)C2)o1 (stereo not given)
?	?	-9%	?	-19%	?	28µM*	-18%	-35%	Cc1cc(C(=O)O)ccc1-n1c(C)cc(C=C2C(=O)c3ccccc3C2=O)c1C
-19%	-18%[57.1 µM]	-11%	?	-7%	19%	-10%[12.7 µM]	15%	1%	Cc1cc(C)c2nc(N3CCC(C(=O)NCCCN4CCCCC4)CC3)sc2c1
-16%	-14%	-5%	-6%	0%	163%[activator]	4%	2%	-15%	CC1=C(C)CC2(SC1)C(=O)N(c1ccccc1)N=C2N (stereo not given)
3%	7.1µM*	0%	8%	-5%	?	?	-6%	32µM*	C/C=C/c1ccc(OCCCCn2cncn2)c(OC)c1
·	-19%	-4%	·	-16%	5%	-2%[59 µM]	3%	-6%	CC1=C(c2ccc(C)c(C)c2)S(=O)(=O)N(Cc2ccc(C(=O)NC(C)c3ccccc3)cc2)C1=O (stereo not given)
-17%	-7%	-4%	-6%	2%	28%	-15%[59 µM]	44%	15%	Cc1cccc(C)c1NC(=O)C(c1ccc([N+](=O)[O-])cc1)N(C)C(=O)c1ccccn1 (stereo not given)
-10%	?	-2%	-10%	11%	15%	45µM*	27%	45µM*	Cc1ccc(-c2csc(N3CCC[C@@H]3C(=O)NCCn3c(-c4ccncc4)nc4ccccc43)n2)cc1
-12%	-3%	0%	-2%	2%	-8%	?	-7%	?	CCC(Sc1nnnn1C)C(=O)Nc1ccc(C(C)=O)cc1 (stereo not given)
0%	-15%	-13%	24%	-15%	21%	8%[12.7 µM]	-8%	-5%	COc1ccc(OCC(=O)Nc2cccc3ncccc23)cc1
-9%	?	-1%	0%	-4%	64%[activator]	5%[59 µM]	31%	22%	O=[N+]1C2=C(CCCC2)N([O-])C12CCCC2

Looked up by compound from the entries so far (three):
POLH inh	JMJD2A Tudor inh	BLM helicase inh	APEX1 inh	Pol kappa inh	POLI inh	G9a block	POLB inh	BAZ2B block	Structure
?	-10%	5%	6%	-25%	?	45µM*	16µM*	-15%	COc1cc(/C=C/c2cccc[n+]2C)ccc1OCC(=O)Nc1ccccc1
8%	-1%	2%	-4%	0%	30%	-34%[12.7 µM]	?	5%	Cn1c(SCC(N)=O)nnc1C1CCN(S(=O)(=O)c2ccccc2C(F)(F)F)CC1
-23%	-29%	0%	-7%	-5%	125%[activator]	-31%	4%	?	O=C(NCCCn1ccnc1)c1ccc(N2CCCCC2)c([N+](=O)[O-])c1

Further compounds follow.
POLH inh	JMJD2A Tudor inh	BLM helicase inh	APEX1 inh	Pol kappa inh	POLI inh	G9a block	POLB inh	BAZ2B block	Structure
-16%	-22%	-4%	·	-3%[60.1 µM]	16%	-1%[59 µM]	2%	-13%	CC(=O)N1CCCc2cc(S(=O)(=O)N3CCCC(C(=O)Nc4cc(Cl)ccc4C)C3)ccc21 (stereo not given)
-14%	-14%	·	-9%	-2%	0%	3%[2.33 µM]	·	3%	Cc1ccc(NC(=O)CN(C)C(C)C(=O)Nc2ccc(S(=O)(=O)N3CCCC3)cc2)cc1 (stereo not given)
0%	-10%	-2%	·	-1%	8%	7%[59 µM]	15%	-1%	CCCS(=O)(=O)N1CC(=O)N(c2cccc(Cl)c2)C(C)(C(=O)NC2CCCCC2)C1 (stereo not given)
1%	-5%[11.4 µM]	-3%	-2%	6%	?	-36%[0.0925 µM]	?	-6%	COC(=O)C(Cc1ccc(O)cc1)NC(=O)c1ccccc1OC (stereo not given)
-21%	1%	6%	12%	2%	-4%	13%[59 µM]	-7%	11%	CCCN1CCN(C(=O)Cn2cccc2C(=O)c2ccccc2)CC1
-18%	-13%	-1%	-1%	-7%	16%	47%[activator]	-5%	-1%[57.1 µM]	NC(=O)c1ccccc1NC(=O)/C=C/c1c(Cl)cccc1Cl
-13%	-3%	-2%	-1%	-4%	65%[activator]	8%	6%	?	COc1ccc(CCNC(=O)c2c(-c3ccccc3Cl)noc2C)cc1
34%[activator]	7%[11.4 µM]	0%	-1%	8%	14%	9%	35%	-1%	c1ccc(CSc2nnc3ccc(-c4ccco4)nn23)nc1
-10%	9%	3%	-1%	2%	46%[activator]	·	1%	2%	Cc1nn(Cc2c(F)c(F)c(F)c(F)c2F)c(C)c1NC(=O)c1nn(C)cc1Br
-17%	-30%	·	·	-6%	44%[activator]	·	·	·	Cc1nc(N)[nH]c(=O)c1CCCNc1ccc(CCCCC2(CCl)OCCO2)cc1
-8%	?	-3%	-10%	-11%	?	-2%[59 µM]	2%	?	N#CC1=C(N)Oc2ccc3ccc(O)cc3c2C1c1ccsc1 (stereo not given)
·	·	4%	-10%	-6%[60.1 µM]	·	-1%[12.7 µM]	·	·	CC(C)CN1CCC2(CC1)CCN(C(=O)c1ccncc1)CC2
-4%	?	-6%	-7%	-7%	54%[activator]	1%	-29%	-17%	COc1ccc(C(=O)N[C@H](C(=O)Nc2nc3ccccc3[nH]2)C(C)C)cc1
8%	-5%	-2%	-1%	-10%	11%	-8%[59 µM]	?	-3%	CCCN1C2CCCC1CC(NC(=O)Nc1ccc(C(C)C)cc1)C2 (stereo not given)
-10%	-16%	1%	2%	-7%	-13%	1.4µM*	2%	-35%	COC(=O)C1=C(NC(=O)C(C)(C)C)CCS1
-17%	-4%	-15%	0%	1%	10%	?	-6%	10%	COc1ccc(-c2cccc(C(=O)Nc3ccccc3C)c2)cc1
-10%	-22%	-3%	-8%	-7%	-5%	23%[59 µM]	-3%	3%	CCCCn1nc2cc(C(=O)NCC34CC5CC(CC(C5)C3)C4)ccc2c1OCC
-28%	-26%	-11%	·	-17%	9%	-30%[59 µM]	1%	-11%	CCOc1ccccc1C1CC(=O)NC(C)=C1C(=O)OCc1ccc(C)cc1 (stereo not given)
-7%	1%	·	5%	2%	14%	22%[12.7 µM]	·	9%	CC1CCN(CC(=O)Nc2ccccc2C(=O)NC2CC2)CC1
-11%	-13%	0%	10%	0%	29%	-4%	30%	2%	CCC(Sc1nnc(C)c(=O)[nH]1)C(=O)Nc1cccc2ccccc12 (stereo not given)

Four of these compounds in another layout.
Structure: CCCCn1nc2cc(C(=O)NCC34CC5CC(CC(C5)C3)C4)ccc2c1OCC
  POLH inh: -10%
  JMJD2A Tudor inh: -22%
  BLM helicase inh: -3%
  APEX1 inh: -8%
  Pol kappa inh: -7%
  POLI inh: -5%
  G9a block: 23%[59 µM]
  POLB inh: -3%
  BAZ2B block: 3%
Structure: CCCN1CCN(C(=O)Cn2cccc2C(=O)c2ccccc2)CC1
  POLH inh: -21%
  JMJD2A Tudor inh: 1%
  BLM helicase inh: 6%
  APEX1 inh: 12%
  Pol kappa inh: 2%
  POLI inh: -4%
  G9a block: 13%[59 µM]
  POLB inh: -7%
  BAZ2B block: 11%
Structure: COC(=O)C(Cc1ccc(O)cc1)NC(=O)c1ccccc1OC (stereo not given)
  POLH inh: 1%
  JMJD2A Tudor inh: -5%[11.4 µM]
  BLM helicase inh: -3%
  APEX1 inh: -2%
  Pol kappa inh: 6%
  POLI inh: ?
  G9a block: -36%[0.0925 µM]
  POLB inh: ?
  BAZ2B block: -6%
Structure: Cc1nc(N)[nH]c(=O)c1CCCNc1ccc(CCCCC2(CCl)OCCO2)cc1
  POLH inh: -17%
  JMJD2A Tudor inh: -30%
  BLM helicase inh: ·
  APEX1 inh: ·
  Pol kappa inh: -6%
  POLI inh: 44%[activator]
  G9a block: ·
  POLB inh: ·
  BAZ2B block: ·

(next part)
POLH inh	JMJD2A Tudor inh	BLM helicase inh	APEX1 inh	Pol kappa inh	POLI inh	G9a block	POLB inh	BAZ2B block	Structure
-5%	-4%	-1%	0%	-19%	-11%	-4%[59 µM]	4%	4%	CC(C)n1c(SCC(N)=O)nc2c1c(=O)n(C)c(=O)n2C
-3%	-20%	1%	-6%	-24%	-4%	6%[0.501 µM]	?	?	O=C(CSc1nc2ccc(Cl)cc2o1)NCc1ccc2c(c1)OCO2
-13%	-8%	·	·	-6%	-1%	·	·	·	Nc1nc2cc(Cl)c(Br)cc2o1
-23%	-13%	-13%	10%	1%	3%	15%[0.0925 µM]	16%	-8%	Cc1ccc(C(=O)C(OC(=O)CNS(=O)(=O)c2ccccc2)c2ccccc2)cc1 (stereo not given)

This is a subset (hit frequency here may not be typical).
